Statin myotox sup – suppressors of statin myotoxicity in C2C12 myotubes, primary screen, cell-based, single point, plate reader; C2C12 myotubes + simvastatin, ATP luminescence, 48 h; scaled: DMSO 0, geranylgeraniol control 100; rescue of ATP level, % at 7.49 µM; 330,000 tested, 0.78% active;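 active = mean ATP rescue above about 67%, or every replicate alone reaching that limit, limit read from the data, passing the limit was not always enough; inconclusive = no clear call, values can overlap the other calls; inactive = mean under the limit and some replicate under it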;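 note: myotubes were challenged with 10 µM simvastatin during compound exposure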
DENV2 CPE rescue – inhibitors of DENV2 cytopathic effect, primary screen, cell-based, plate reader, single concentration; CPE inhibition, % at 9.99 µM; DENV2-infected cells, cytopathic effect rescue; 350,000 tested, 1.7% active; in the data active = CPE inhibition above about 20%, passing the limit was not always enough; inconclusive = no clear call, values can overlap the other calls; tested in BHK-21 cells;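 note: 0% = median of neutral control wells and 100% = median of positive control wells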
SIRT5 inh – SIRT5 desuccinylase inhibitors, primary screen, biochemical, fluorescence imaging, single point, set 5 | NAD-dependent protein deacylase sirtuin-5, mitochondrial (Homo sapiens), Q9NXA8 | Purified SirT5, succinyl-peptide AMC, trypsin-coupled fluorescence | inhibition, % at 15 µM | 330,000 tested, 1.1% active | AID 652115, 2013; in the data active = inhibition above about 15%; inconclusive = no clear call, values can overlap the other calls
Target sequence (Q9NXA8 whole entry, looked up): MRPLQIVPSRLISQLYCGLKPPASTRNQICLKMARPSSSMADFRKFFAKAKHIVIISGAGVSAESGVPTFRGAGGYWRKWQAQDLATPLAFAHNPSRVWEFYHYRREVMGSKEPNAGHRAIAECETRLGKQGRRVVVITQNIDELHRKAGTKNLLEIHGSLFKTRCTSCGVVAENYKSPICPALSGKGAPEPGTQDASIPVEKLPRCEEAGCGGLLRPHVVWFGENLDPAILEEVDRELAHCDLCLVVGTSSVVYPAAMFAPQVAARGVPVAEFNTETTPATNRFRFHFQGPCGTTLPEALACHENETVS
E-sel inducer – E-selectin induction in HUVECs, primary screen, imaging, HUVEC, immunofluorescence imaging, single point | normalized: neutral wells 0, TNF-alpha wells 100 | activation, % at 7.58 µM | 260,000 tested, 0.37% active | AID 686992, 2013;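 active = mean E-selectin-positive cell signal at least 10% of the positive control, reached in at least 60% of replicates, without over 20% cell loss; inconclusive = no rule given, readout overlaps actives, possibly toxicity-flagged; inactive = the rest, including those meeting only one limit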;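 note: in these data hits start at about 27%; measured in HUVEC primary endothelial cells; signal is the percent of cells scored E-selectin positive by PE staining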
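Assay system: HUVEC primary endothelial cells. Input: 3,000 HUVEC seeded per well. Doses: one compound dose added by pin transfer. Read-out basis: % PE-positive cells. Benchmarks: TNF-alpha high, DMSO low. Detection: immunofluorescence imaging. Buffer or medium: EGM-2, gelatin.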
ERp5 inh – inhibitors of ERp5-driven insulin aggregation, primary screen, biochemical, turbidity, absorbance 650 nm, single point; 350,000 tested, 0.05% active; inhibition, % at 9.99 µM; 90 min; Protein disulfide-isomerase A6 (Homo sapiens), Q15084; AID 651711, 2012;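 active = mean replicate inhibition above about 25%, with every replicate also reaching it, limit read from the data, passing the limit was not always enough; inconclusive = only one of those two criteria met; inactive = neither criterion met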
Target sequence (Q15084 whole entry, looked up): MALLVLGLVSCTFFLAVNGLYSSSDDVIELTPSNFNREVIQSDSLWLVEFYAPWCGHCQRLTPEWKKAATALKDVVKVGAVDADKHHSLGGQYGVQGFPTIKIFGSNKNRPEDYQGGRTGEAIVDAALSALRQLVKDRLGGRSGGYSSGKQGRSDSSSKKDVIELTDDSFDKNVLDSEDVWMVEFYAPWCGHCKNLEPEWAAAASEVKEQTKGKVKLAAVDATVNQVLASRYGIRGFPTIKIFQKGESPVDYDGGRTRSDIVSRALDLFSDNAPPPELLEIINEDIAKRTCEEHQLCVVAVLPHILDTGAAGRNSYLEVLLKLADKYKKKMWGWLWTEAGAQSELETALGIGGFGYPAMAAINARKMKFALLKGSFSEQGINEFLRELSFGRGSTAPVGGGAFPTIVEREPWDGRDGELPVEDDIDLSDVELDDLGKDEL
S100A4 inh HTS – inhibitors of S100A4-myosin IIA peptide binding, primary screen, biochemical, fluorescence polarization, TAMRA-MyoIIA peptide; Protein S100-A4 (Homo sapiens), P26447; inhibition, % at 10.7 µM; 360,000 tested, 0.14% active;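 active = mean inhibition of at least 70% across replicates, with every replicate also reaching that level; inconclusive = mean inhibition reaches 70% but some replicates fall short; inactive = mean inhibition below 70%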
Target sequence (P26447 whole entry, looked up): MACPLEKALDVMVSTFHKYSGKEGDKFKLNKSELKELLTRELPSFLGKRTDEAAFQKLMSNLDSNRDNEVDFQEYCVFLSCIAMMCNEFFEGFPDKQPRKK
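Material: S100A4 monomer protein / Buffer or medium: 50 mM HEPES pH 7.2, 10 mM CaCl2, 100 mM KCl / Times: 5 min incubation before reading / Benchmarks: neutral control DMSO, positive control TFP / Reagent: labelled myosin peptide probe, 5 nM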
PglD DTNB – C. jejuni PglD acetyltransferase inhibitors, primary screen, biochemical, DTNB colorimetric, single point | UDP-N-acetylbacillosamine N-acetyltransferase PglD (Campylobacter jejuni) | purified PglD enzyme, DTNB colorimetric CoA detection | inhibition, % at 12.5 µM | 360,000 tested, 0.098% active | AID 602405, 2012; in the data active = inhibition above about 16%, passing the limit was not always enough; inconclusive = no clear call, values can overlap the other calls; note: strong numbers were not always called active
* hit, by the source's call; ? = inconclusive; nt = not tested or not shown. Not all compounds are listed, so the mix of outcomes need not match the whole.

canonical_smiles	Statin myotox sup	DENV2 CPE rescue	SIRT5 inh	E-sel inducer	ERp5 inh	S100A4 inh HTS	PglD DTNB
Cc1nc(N)nc(N)c1CCCc1ccc(Cl)c(Cl)c1	nt	-5	15*	0.2	5	-2	0
CCN(CC)C(=O)c1sc2nc(Cc3ccccc3)[nH]c(=O)c2c1C	-15	0	0	nt	3	6	1
Cc1ccc(-c2cnc(C(O)c3cc(F)cc(Cl)c3)[nH]2)cc1 (configuration not stated)	-19	1	nt	0.2	2	-14	8
C#CCOCCOCCOCCNc1nc(N2CCN(C(=O)C([C@@H](C)CC)n3cc(C(N)COC(=O)C(F)(F)F)nn3)CC2)nc(N2CCN(C(=O)C([C@@H](C)CC)n3cc(C(N)CC(C)C)nn3)CC2)n1 (some centres not stated)	nt	7	0	-0.1	4	-3	nt
COc1ccc(C2C3=C(CCCC3=O)N(CC(=O)O)C3=C2C(=O)CCC3)cc1Br	0	-4	nt	-0.2	-3	-2	1
O=C(N[C@H]1CC[C@H](CCNS(=O)(=O)c2ccc(Cl)cc2)O[C@H]1CO)c1cnccn1	-9	9	32*	0.0	2	-12	-3
COc1ccc(C2Nc3ccccc3C(=O)N2NC(C)=O)c(OC)c1 (configuration not stated)	-1	0	-12	0.7	1	2	-7
COC(CNC(=O)c1cn(C)c2ccc(S(=O)(=O)N(C)C3CCCCC3)cc2c1=O)OC	1	-2	1	1.1	3	2	-11
Cc1ccc(C(=O)NC2CCS(=O)(=O)C2)cc1S(=O)(=O)N1CCCC1 (configuration not stated)	nt	-1	0	-0.4	2	6	-6
Cc1ccc(-c2nnn(CC(=O)N(c3cnc4ccccc4c3)C(C(=O)NC3CCCC3)c3ccncc3)n2)o1 (configuration not stated)	nt	15	-3	nt	0	-8	nt
CC(c1nnc(SCC(=O)NC(=O)NCc2ccco2)n1-c1ccc(Cl)cc1)N(C)C (configuration not stated)	-1	-2	2	nt	-3	-2	2
S=C(Nc1ccc(CN2CCCCC2)cc1)Nc1cccc(Cl)c1Cl	-3	-5	-3	1.2	6	-1	6

canonical_smiles	Statin myotox sup	DENV2 CPE rescue	SIRT5 inh	E-sel inducer	ERp5 inh	S100A4 inh HTS	PglD DTNB
Cc1ccc(S(=O)(=O)Nc2ccc3c(c2)C(=O)N([C@@H](C)CO)C[C@H](C)[C@@H](CN(C)Cc2ccc4c(c2)OCO4)OCCCC[C@@H](C)O3)cc1	-153	-2	-13	-0.4	0	-1	0
Cc1cc(=O)oc2c3c(cc(OCC(=O)NC(Cc4ccc(Cl)cc4)C(=O)O)c12)OC(C)(C)CC3 (configuration not stated)	0	?	-58	nt	5	-2	-2
COc1ccccc1C(=O)Nc1ccc2c(c1)C(=O)N(C)C[C@H](OC)[C@H](C)CN(C)[C@H](C)CO2	nt	5	2	0.7	14	-24	nt
O=S(=O)(NCc1ccccc1Cl)c1cccs1	nt	-1	-1	-1.0	-2	-4	nt
COc1cccc(C2=Cc3ccc(F)cc3C(CC(C)=O)N2c2ccc(-c3cncnc3)cc2)c1 (configuration not stated)	nt	?	-2	0.2	-1	1	nt
Cc1cc(C)c(OCC(=O)OCC(=O)N(C)C2CCS(=O)(=O)C2)c(C)c1 (configuration not stated)	-7	-5	0	1.6	5	-3	-2
C=CCNC(=S)NNC(=O)c1ccc2c(c1)OCO2	-4	nt	-4	nt	0	-3	-6
COc1cc(C(c2sc3nc(C)nn3c2O)N2CC(C)CC(C)C2)cc(OC)c1OC (configuration not stated)	17	-2	4	0.8	-3	-3	0
Oc1ccccc1C(Nc1nccs1)c1ccc2cccnc2c1O (configuration not stated)	46	7	2	-0.2	0	-3	0
O=C1/C(=C/c2ccco2)SC(=S)N1c1cccnc1	-5	2	12	0.2	2	1	-1
COc1ccc(Cl)cc1Nc1nc(Cl)nc(NCCO)n1	2	0	nt	2.5	2	-4	nt
O=C(NC1CCC1)[C@H]1[C@H](CO)[C@H]2Cn3c(ccc(-c4ccc(F)cc4)c3=O)[C@@H]1N2Cc1cocn1	nt	3	-25	0.6	13	16	nt

canonical_smiles	Statin myotox sup	DENV2 CPE rescue	SIRT5 inh	E-sel inducer	ERp5 inh	S100A4 inh HTS	PglD DTNB
COC(=O)[C@]12CCCCC=C1N(Cc1ccc3c(c1)OCO3)C(=O)[C@H](CC(=O)NCc1cccc(C(F)(F)F)c1)C2	nt	0	nt	-0.1	3	2	nt
C[C@@H]1CN([C@@H](C)CO)S(=O)(=O)c2ccc(-c3cccc(C#N)c3)cc2O[C@@H]1CN(C)Cc1cccc(F)c1	-89	5	0	0.0	0	-8	-4
C[C@H](CO)N1C[C@H](C)[C@@H](CN(C)C(=O)C2CC2)Oc2ncc(C#Cc3cccc(F)c3)cc2C1=O	nt	8	1	0.0	2	-5	-4
Cc1ccc(C)c(NC(=O)CN2C(=O)C3CC=CCC3C2=O)c1 (configuration not stated)	8	45*	11	-0.1	-1	-4	4
NCC(c1ccccc1Cl)c1c[nH]c2ccccc12 (configuration not stated)	-10	-1	0	0.1	7	-5	-6
Cc1noc(C)c1S(=O)(=O)N(C)C[C@H]1Oc2ccc(NS(=O)(=O)c3ccc(F)cc3)cc2CC(=O)N([C@@H](C)CO)C[C@@H]1C	-3	-1	-1	-0.2	8	7	nt
Cc1ccc(C2(C)NC(=O)N(CC(=O)Nc3cc(S(=O)(=O)N4CCOCC4)ccc3C)C2=O)cc1 (configuration not stated)	nt	1	-1	-2.5	-4	1	nt
O=C(NCCOc1ccccc1)N1[C@H]2CC[C@@H]1C=C(c1ccc(F)cc1OCc1ccccc1)C2	-31	9	0	0.9	3	1	0
CO[C@@H]1CN(C)C(=O)c2ccc(NC(=O)c3cccnc3)cc2OC[C@@H](C)N(CC2CCCCC2)C[C@H]1C	28	0	0	0.2	-7	0	6
C[C@@H]1CN([C@@H](C)CO)C(=O)Cc2cc(NC(=O)Cc3ccccc3)ccc2O[C@H]1CN(C)Cc1ccc(C(F)(F)F)cc1	27	-7	13	-0.1	-2	-6	2
COc1ccc(OCc2cc(C(=O)NC(C)c3csc(C)n3)no2)c(Cl)c1 (configuration not stated)	-3	5	-3	nt	1	-9	3
CCOc1ccc(-n2nnnc2SCC(=O)Nc2ccc(NC(C)=O)cc2)cc1	6	nt	2	nt	0	-1	-6

canonical_smiles	Statin myotox sup	DENV2 CPE rescue	SIRT5 inh	E-sel inducer	ERp5 inh	S100A4 inh HTS	PglD DTNB
NC(=O)c1ccc(N=Cc2c(O)ccc3ccccc23)cc1	nt	2	-3	nt	-7	1	0
COc1cc(/C=C2\SC(N)=NC2=O)ccc1OCC(=O)Nc1ccccc1C	-2	?	1	-0.3	-1	-39	-1
COc1ccc(CN(C)C[C@H]2OCCCC[C@@H](C)Oc3ccc(NC(=O)CCCCCC(=O)Nc4ccccc4N)cc3C(=O)N([C@H](C)CO)C[C@@H]2C)cc1	nt	15	3	0.1	3	-15	nt
Cc1ccnc(-n2c(C)cc(C=O)c2C)c1	nt	-1	1	nt	0	-4	nt
Cc1ccc(NC(=O)COc2cccc(-n3cnnn3)c2)cc1S(=O)(=O)N1CCOCC1	-31	-5	-11	-0.2	3	-11	1
O=C1Nc2ccc(Cl)cc2C(C#CC2CC2)(C(F)(F)F)O1 (configuration not stated)	-16	8	3	3.0	2	-2	1
Cc1cccc(-n2nc3c(c2NC(=O)C(C)C)CS(=O)(=O)C3)c1C	4	4	-3	-0.1	2	-1	0
COc1ccc(/C(C)=N/N=C2/NC(=O)CC(C(=O)O)S2)cc1F (configuration not stated)	nt	nt	nt	1.2	1	1	nt
Cc1ccc2c(CC(=O)NC3CCS(=O)(=O)C3)coc2c1C (configuration not stated)	3	-4	-4	nt	0	-4	-2
O=C(CSCC(=O)N1CCCc2ccccc21)Nc1nc(-c2ccccc2)cs1	-16	-4	-2	0.4	-9	2	3
O=C(C[C@@H]1C=C[C@@H](NC(=O)Cc2cccnc2)[C@@H](CO)O1)Nc1ccccc1	-3	0	0	-0.3	4	-5	0
Cc1ccc(-c2nc3ncccc3o2)cc1NC(=O)c1cccnc1	nt	4	0	2.1	0	-4	nt

canonical_smiles	Statin myotox sup	DENV2 CPE rescue	SIRT5 inh	E-sel inducer	ERp5 inh	S100A4 inh HTS	PglD DTNB
Cn1cnc(CCNC(=O)C[C@@H]2CC[C@H]3[C@@H](COC[C@@H](O)CN3C(=O)Nc3ccc(F)cc3)O2)c1	5	2	-2	0.3	1	-1	-1
CC1=C(C(=O)Nc2cc(C(=O)N3CCC(C)CC3)ccc2C)SCCO1	-1	2	-3	nt	-2	-3	nt
Cc1c(CC(=O)NCC(C)C)c(=O)oc2cc3c(cc12)CCC(C)(C)O3	-25	-1	-40	0.0	2	-6	-1
CCOc1ccc(C(=O)NC(C)C2COc3ccccc3O2)cc1 (configuration not stated)	nt	-3	4	nt	-1	-3	-5
Cc1cccc(-c2noc(CCc3ccccc3)n2)c1	13	-6	nt	nt	-8	-12	-4
COc1ccc(NC(=O)CSc2nccn2Cc2ccco2)cc1	4	-2	-1	-0.4	2	-9	-2
Cc1cc(Cl)ccc1C(=O)C1CCCN(C(=O)c2cc(C(C)C)no2)C1 (configuration not stated)	-1	nt	-2	18	6	0	-3
CCN1[C@H](C(=O)N(C)C)[C@@H](CO)[C@@H]2Cn3c(ccc(/C=C/c4ccccc4)c3=O)[C@@H]21	-1	20	-27	0.0	4	-9	2
CCCCN(CC)Cc1c(O)ccc2c(-c3ccccc3)cc(=O)oc12	nt	4	1	-0.4	-1	0	nt
CCC(C)N(C(=O)Cn1c(Cl)nc2c1c(=O)n(C)c(=O)n2C)C1CCS(=O)(=O)C1 (configuration not stated)	0	-1	3	0.2	-1	-4	2
COC(=O)[C@@H]1[C@@H](CO)[C@@H]2Cn3c(ccc(-c4ccc(OC)cc4)c3=O)[C@@H]2N1C	4	7	-9	0.5	-1	2	2
C[C@@H]1CN([C@@H](C)CO)C(=O)c2cc(C#Cc3ccccc3)cnc2O[C@@H]1CN(C)C(=O)c1ccccn1	-11	-3	2	-0.3	-4	15	4

canonical_smiles	Statin myotox sup	DENV2 CPE rescue	SIRT5 inh	E-sel inducer	ERp5 inh	S100A4 inh HTS	PglD DTNB
CC(C)NC(=O)N(C)C[C@@H]1Oc2ccc(NC(=O)Nc3ccc(C(F)(F)F)cc3)cc2C(=O)N([C@@H](C)CO)C[C@H]1C	22	?	5	0.0	-7	9	-2
COc1ccc(CCNCC(O)COc2cccc(Br)c2)cc1 (configuration not stated)	-8	4	-1	nt	1	-23	7
Cc1nc2c(OCCN3C(=O)c4ccccc4C3=O)cccn2c1N(C)C(=O)CCC1CCCC1	1	4	6	nt	-21	1	-2
O=Cc1cnc(N2CCN(Cc3ccccc3)CC2)s1	-6	3	2	2.6	-3	-10	3
Cc1cc2cc(C#N)c(SCC(=O)Nc3nonc3C)nc2cc1C	-49	3	-3	nt	1	-7	-2
COC(=O)CN1C(=O)C(O)(CC(=O)c2ccc(C)cc2)c2cc(Br)ccc21 (configuration not stated)	-3	-3	nt	nt	0	1	4
Cc1c(OCC(=O)NCCCN2CCOCC2)ccc2c3c(c(=O)oc12)CCCC3	16	3	-8	nt	-5	2	2

Shown as a hit in DENV2 CPE rescue (from the list above):
SMILES	DENV2 CPE rescue	SIRT5 inh	ERp5 inh	S100A4 inh HTS	PglD DTNB
Cc1ccc(C)c(NC(=O)CN2C(=O)C3CC=CCC3C2=O)c1 (configuration not stated)	45*	11	-1	-4	4

Bioassay records: PubChem BioAssay, Broad Institute
